High-throughput results: PubChem BioAssay, National Center for Advancing Translational Sciences (NCATS)
mIDH1 inhibitor: human IDH1 R132H inhibition; actives 0.093% (n = 390,000); Potency, µM (highest dose often 76.6 µM), inactives show at the highest dose activity change, negative = inhibition, hits mostly inhibitors; IDH1-R132H enzyme, NADPH consumption, diaphorase/resazurin fluorescence; note: potency is the fitted concentration of half-maximal effect; % is set by controls: 0 for no effect and ±100 for the full control effect; nearly all actives have a fitted effect of over 65% in size
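IDH1-R132H (0.5 ug/mL dispensed) in pH 7.5 Tris buffer was preincubated 30 min with compound, then given a substrate mix of 0.016 mM NADPH and 2 mM alpha-KG for 80 min at room temperature; remaining NADPH was read by diaphorase/resazurin fluorescence.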
Glioma ERSR ind: inducers of ER stress response in human glioma cells; U87-MG GRP78 promoter luciferase reporter, 16 h; Potency, µM, without a hit: top-dose activation, usual class: activators; actives 0.02% (n = 420,000); note: potency is the fitted concentration of half-maximal effect; series mostly up to about 76 µM; % of control where 0% means no effect; nearly all actives have a fitted effect of over 35% in size
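ERSR induction read as luciferase luminescence (Bright-Glo, 10 min at room temperature) in stably transfected human U87-MG glioma cells exposed to compounds for 16 h, using GRP78 as sensor.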
USP1 inh: inhibitors of human USP1/UAF1 deubiquitinase; O94782; recombinant USP1/UAF1, Ub-Rhodamine cleavage fluorescence; Potency, µM (doses to about 57.1 µM), for the others: at the highest dose activity change, negative = inhibition, most hits filed as inhibitors; actives 0.23% (n = 390,000); note: potency is the fitted concentration of half-maximal effect; % is set by controls: 0 for no effect and ±100 for the full control effect; nearly all actives have a fitted effect of over 60% in size; inactives centre near -12
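USP1/UAF1 complex (1 nM) preincubated 15 min at room temperature with compound, then Ub-Rho substrate (150 nM final) added. Kinetic fluorescence at 480/540 nm over 6 reads at 60 s intervals; 50 mM HEPES pH 7.8, 0.5 mM EDTA, 0.1 mg/ml BSA, 1 mM TCEP, 0.01% Tween-20.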
TrxR1 substrate: substrates of rat thioredoxin reductase 1 | AID 588456 | actives 0.01% (n = 390,000) | purified TrxR1 substrate turnover, NADPH consumption readout | Potency, µM (top dose mostly 114 µM), for inactives: at the top dose activity change, negative = substrate turnover; note: potency is the fitted concentration of half-maximal effect; % is set by controls: 0 for no effect and ±100 for the full control effect; nearly all actives have a fitted effect of over 50% in size
Target sequence (O89049 whole entry, looked up): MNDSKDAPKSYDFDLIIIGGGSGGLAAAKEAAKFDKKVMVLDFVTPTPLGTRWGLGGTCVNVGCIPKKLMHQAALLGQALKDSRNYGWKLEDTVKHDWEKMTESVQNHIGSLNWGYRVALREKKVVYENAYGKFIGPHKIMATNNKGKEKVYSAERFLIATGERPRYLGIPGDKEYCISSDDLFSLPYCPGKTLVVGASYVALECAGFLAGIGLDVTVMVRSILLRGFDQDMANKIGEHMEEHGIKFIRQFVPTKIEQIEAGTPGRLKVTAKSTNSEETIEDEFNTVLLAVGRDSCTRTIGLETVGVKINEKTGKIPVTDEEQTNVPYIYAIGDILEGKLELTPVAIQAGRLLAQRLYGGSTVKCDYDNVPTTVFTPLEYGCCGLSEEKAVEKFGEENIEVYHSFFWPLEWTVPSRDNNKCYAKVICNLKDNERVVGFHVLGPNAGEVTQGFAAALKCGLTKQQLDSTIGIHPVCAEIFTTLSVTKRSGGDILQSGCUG
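Rat TrxR1, dispensed at 90 nM, was prereduced with 400 uM NADPH (final) for 5 min at ~22 deg C, then incubated with compound 15 min before 400 uM selenite. A first-read NADPH fluorescence drop versus no-compound background flagged substrates.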
Vif-A3F inh: Vif-A3F binding inhibition; HeLa A3F-eYFP + Vif (tagged APOBEC3F with the HIV-1 protein that degrades it), YFP fluorescence increase; Potency, µM (highest dose often 46.1 µM), for inactives: at the top dose activity, negative = active; actives 0.2% (n = 390,000); note: potency is the fitted concentration of half-maximal effect; % of control where 0% means no effect; nearly all actives have a fitted effect of over 65% in size
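Fluorescence increase (Ex 488/Em 500-530) after overnight compound treatment at 37 deg C flags inhibition of Vif-driven A3F-eYFP loss in stable HeLa A3F-eYFP/Vif cells seeded overnight beforehand.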
PI4K2A inh: inhibitors of human PI4K2A. purified PI4K2A, ADP-Glo luminescence, 1 h; hits give low values. activity change, negative = inhibition, % at 76.9 µM. actives 0.13% (n = 420,000); in the data active = activity change below about -50%; inconclusive = mostly about -30% to -49%;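 note: -100% = wells without enzyme as full effect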
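Compounds are screened against recombinant PI4K2A using PI as substrate and ATP, the latter dispensed at 300 microM. Reactions run one hour at ambient temperature before ADP-Glo detection; full inhibition defined by wells lacking enzyme.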
Vif-APOBEC3G blk: inhibitors of Vif-APOBEC3G interaction; HeLa A3G-eYFP + Vif (tagged APOBEC3G with the HIV-1 protein that degrades it), YFP fluorescence, overnight; actives 0.076% (n = 410,000); Potency, µM (top dose mostly 46.1 µM), inactives show top-dose activity, negative = active, actives largely listed as inhibitors; Q9HC16;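 note: potency is the fitted concentration of half-maximal effect; % is set by controls: 0 for no effect and ±100 for the full control effect; nearly all actives have a fitted effect of over 60% in size; hits raise eYFP signal because A3G escapes Vif-driven loss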
Target sequence (Q9HC16 whole entry, looked up): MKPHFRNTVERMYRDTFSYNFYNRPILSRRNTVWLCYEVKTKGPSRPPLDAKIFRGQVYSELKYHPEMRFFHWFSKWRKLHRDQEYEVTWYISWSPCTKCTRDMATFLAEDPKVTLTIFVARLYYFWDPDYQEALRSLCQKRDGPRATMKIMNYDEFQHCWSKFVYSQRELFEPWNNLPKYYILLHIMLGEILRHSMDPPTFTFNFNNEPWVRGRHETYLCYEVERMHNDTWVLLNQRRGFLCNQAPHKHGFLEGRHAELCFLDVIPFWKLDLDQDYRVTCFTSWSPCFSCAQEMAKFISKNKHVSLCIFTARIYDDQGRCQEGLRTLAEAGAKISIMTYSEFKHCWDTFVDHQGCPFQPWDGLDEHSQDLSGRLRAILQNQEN
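HeLa cells stably expressing Vif and C-terminally eYFP-tagged A3G, seeded overnight at 37 deg C, then exposed to compound by pintool overnight at 37 deg C. Rise in yellow fluorescence (Ex 488/Em 500-530, Acumen) marks blocked Vif-driven A3G degradation.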
LDHA block: LDHA (human) enzyme inhibition; purified LDHA, NADH/diaphorase-resazurin fluorescence; hits give low values; activity change, % (values are at about 110 or 230 µM); actives 0.15% (n = 480,000); AID 1347041; in the data active = activity change below about -30%; inconclusive = mostly about -25% to -30%;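 note: plate controls were DMSO wells for no effect and wells without enzyme for full effect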
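Human LDH5 at 2 nM final in Tris HCl pH 7.4 with 0.06 mM NADH and 0.2 mM pyruvate, reacted 5 minutes at room temperature. Remaining NADH coupled via diaphorase/resazurin; resorufin fluorescence read at 0 and 20 minutes, normalized to enzyme-free and DMSO wells.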
RXFP1 agonist: agonists of human relaxin receptor RXFP1; Potency, µM (top dose mostly 57.5 µM), without a hit: at the top dose activation, hits mostly activators; actives 0.3% (n = 370,000); HEK293T-RXFP1 cAMP TR-FRET, 30 min; response scale: percent of porcine relaxin response, buffer zero; Q9HBX9; note: potency is the fitted concentration of half-maximal effect; % is set by controls: 0 for no effect and ±100 for the full control effect; nearly all actives have a fitted effect of over 60% in size; many of its hits are not listed in these tables
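Agonist response is measured as cAMP accumulation in an RXFP1-transfected HEK293T line under PDE4 inhibition. Values are scaled between buffer-only and 29 nM porcine relaxin, and EC50s come from standard Hill equation fits.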
An asterisk follows results filed as active; ? = inconclusive; · = not tested or not shown; & = joins results of further samples; [ ] = dose if it differs, or a comment. Unless noted, calls come from the whole dose curve; as a rule, active = well fitted curve in the direction sought with a large enough effect; inconclusive = small, poorly fitted or top-dose-only effect, or another doubt; inactive = no such curve, though single readings can be large; an effect the other way counts as inactive or inconclusive.

No.	SMILES	mIDH1 inhibitor	Glioma ERSR ind	USP1 inh	TrxR1 substrate	Vif-A3F inh	PI4K2A inh	Vif-APOBEC3G blk	LDHA block	RXFP1 agonist
1	O=C(OC(C(=O)Nc1cccc(C(F)(F)F)c1)c1ccccc1)C1CCCCC1 (configuration not stated)	4%	-4%	-25%	-2%	-11%	-2	-12%	1	-1.9%
2	O=C(c1ccc(OC2CCN(CCc3ccccc3)CC2)cc1)N1CCCC1	7%	-1%	-13%	4%	-6%	-1	1%	2	-1.8%
3	Nn1c(SCC(=O)N2CCOCC2)nnc1-c1cccnc1	10%	-2%	-11%	0%	1%	7	?	-1	2.5%
4	CC1CCN(c2nc3c(c(=O)[nH]c(=O)n3C)n2Cc2ccccc2Cl)CC1	8%	-5%	-26%	3%	5%	3	-4%	-1	-0.8%
5	Oc1c(C=Nc2cccnc2)sc2ccccc12	-6%	-2%	-23%	-17%	7%	-8	-1%	-2	-0.9%
6	COC(=O)C1CSc2[nH]c(=O)sc2C1c1ccc(O)c(OC)c1 (configuration not stated)	8%	-1%	-28%	2%	-9%	-8	-5%	-2	0.4%
7	CCC(C)NC(=O)NC1C(NC(=O)NC(C)CC)N(C)C(=O)N1C (configuration not stated)	1%	-1%	-19%	6%	-5%	4	3%	-3	1.3%
8	Cc1ccc(NC(=O)CNC(=O)C2CCCCC2)nc1	-5%	-3%	-7%	-2%	-9%	-2	2%	-3	-0.3%
9	O=C1C=C(O)C(n2cncn2)C(c2ccc(F)cc2)C1 (configuration not stated)	6%	-3%	-18%	7%	13%	-5	6%	0	-0.9%
10	CC(NC(=O)c1ccc(F)cc1)c1nc2ccccc2[nH]1 (configuration not stated)	0%	-2%	-15%	-2%	0%	3	4%	-14	0.9%
11	COc1ccc(CCC(=O)NCc2ccc3c(c2)CCN3C(=O)c2ccc(C)cc2)cc1	-10%	1%	4%	-6%[57.1 µM]	6%	4	5%	-4	4.1%
12	COc1ccc(C(c2nnnn2C2CCCCC2)N2CCN(c3ccc(OC)cc3)CC2)cc1 (configuration not stated)	2%	-4%	-13%	4%[57.1 µM]	-1%	8	-1%	-3	-1.6%
13	CCC(C)NC(=O)C(=O)NCC1CCCN1CC (configuration not stated)	1%	-5%	-10%	5%	3%	7	-1%	-3	7.0%
14	CC1=C(c2ccc(C)c(C)c2)S(=O)(=O)N=C1N1CCC(C(=O)N2CCC(C(N)=O)CC2)CC1	·	·	-20%	-9%[57.1 µM]	·	7	·	7	1.3%
15	COc1ccc(/C=N/NC(=O)c2ccccc2O)cc1Cn1nnc2ccccc21	0%	2%	-6%	0%	-2%	-1	-21%	3	1.1%
16	Cc1cccn2c(=O)cc(COc3cccc(NC(=O)Nc4cccc(Cl)c4)c3)nc12	15%	-2%	?	1%[57.1 µM]	-1%	0	3%	2	3.3%
17	COc1ccc(OCCCC(=O)OCC(=O)Nc2ccc(Cl)cn2)cc1	7%	-2%	-14%	-7%	4%	-1	-1%	-9	7.4%
18	COc1ccc(CCN(C)C(=O)c2cccc(S(=O)(=O)NCc3ccccc3)c2)cc1OC	7%	-5%	-7%	-5%	-16%	3	0%	-2	0.6%
19	O=C1C(Oc2ccccc2)C(c2ccc3c(c2)OCO3)N1CCc1ccc(F)cc1 (configuration not stated)	2%	-4%	-9%	3%	-13%	-7	2%	-8	2.2%
20	COc1ccc(-c2cn3nc(N4CCC(C(=O)Nc5ccccc5OC)CC4)sc3n2)cc1	?	-1%	-30%	-9%	1%	1	3%	-4	8.5%
21	COc1ccc(CCNC(=O)COC(=O)c2ccc(Br)o2)cc1	3%	-5%	-20%	-4%	4%	-2	2%	-3	0.0%
22	CCc1nnc(NC(=O)CSc2nnc(-c3ccoc3C)n2-c2cccc(C)c2)s1	-6%	-2%	6%	0%	·	0	-9%	2	-0.1%
23	CCC(=O)NCCc1nc2cc(NC(=O)c3ccc(F)cc3)ccc2n1C	0%	-3%	-5%	-4%	0%	0	-2%	-7	4.8%
24	CC(=O)c1ccc(N=C2SCCCN2C(=O)C2CCCC2)cc1	0%	2%	-22%	-5%	9%	3	0%	-1	3.1%
25	CCN1CCN(C(=O)c2cc3ccc(OC)cc3[nH]2)CC1	-6%	4%	1%	1%	-14%	1	-5%	0&1	0.1%
26	COc1ccc(-c2ccc(-c3nnn(CC(C)=O)n3)cc2)cc1	-5%	0%	-21%	5%	5%	-4	0%	-9	0.4%
27	O=C(CCN1CCN(CCO)CC1)Nc1ccc(Br)cc1	5%&-10%	-1%&1%	-12%&-13%	5%&8%	-4%&0%	-4&3	1%&4%	-3&-4	1.4%&1.0%
28	CC(C(=O)NCc1cccs1)N1C(=O)c2ccccc2C1=O (configuration not stated)	1%	1%	-16%	-2%	-6%	-3	0%	-4	2.8%
29	O=S(=O)(NCCCCCNS(=O)(=O)c1ccccc1)c1ccccc1	8%	-8%	0%	4%[57.1 µM]	5%	8	2%	-7	1.7%
30	COc1ccc2[nH]c(=O)c(CN(Cc3cccnc3)S(=O)(=O)c3ccccc3F)cc2c1	0%	-4%	?	19%	0%	4	-3%	-8	3.5%
31	Cc1cc(C)n2nc(C(=O)OCC(=O)N(C)Cc3ccccc3)nc2n1	-1%	-4%	-9%	-5%[57.1 µM]	-20%	1	1%	-4	1.8%
32	Cc1ccc(S(=O)(=O)NCCc2csc3nc(-c4ccccc4C)nn23)cc1	0%	0%	-27%	-6%[57.1 µM]	0%	1	0%	-4	-1.0%
33	O=C(c1ccc2c(c1)OCO2)C1CCCN(C(=O)Nc2ccc(F)cc2F)C1 (configuration not stated)	4%	6%	-19%	4%	-14%	-1	-1%	1	0.5%
34	COc1ccccc1N1CCN(S(=O)(=O)CCNC(=O)c2cccs2)CC1	-4%	-4%	-4%	·	0%	4	-6%	-10	·
35	Cc1ccc(NC(=S)NCC(C)CSc2ccc(Cl)cc2)cc1 (configuration not stated)	21%	-1%	-8%	2%	-33%	8	0%	-10	0.5%
36	CCc1ccc(-c2nn(CC(=O)NCc3ccccc3)c3c2cnc2ccc(C)cc23)cc1	-7%	-4%	-20%	4%[57.1 µM]	-2%	-6	0%	-1	-0.6%
37	CC(C)(C)OC(=O)N1CCC(c2c(C(=O)NCCN3CCOCC3)cnn2-c2ccc(F)cc2)CC1	-12%	-3%	-19%	-3%	-7%	4	-1%	-6	-1.7%
38	CCCS(=O)(=O)N1CCC(C(=O)NCCCN(CC)c2cccc(C)c2)CC1	2%	-4%	-19%	-3%	-5%	1	3%	8	24%
39	CC1CCCCC1NC(=O)CN1C(=O)NC(Cc2ccccc2)(Cc2ccccc2)C1=O (configuration not stated)	3%	-1%	-12%	-2%	-1%	-5	-3%	2	0.9%
40	CN(C)CCNS(=O)(=O)c1ccc(N2CCN(c3ccc(F)cc3)CC2)c([N+](=O)[O-])c1	-4%	-5%	-20%	0%	-3%	-4	2%	-6	-0.4%

Single entries from above.
Under Glioma ERSR ind, #35 is entered as -1%
Under RXFP1 agonist, #37 is entered as -1.7%

Two entries from above in a different format.
(36) CCc1ccc(-c2nn(CC(=O)NCc3ccccc3)c3c2cnc2ccc(C)cc23)cc1
(6) COC(=O)C1CSc2[nH]c(=O)sc2C1c1ccc(O)c(OC)c1 (configuration not stated)

| Screen / compound no. | 36 | 6 |
| --- | --- | --- |
| mIDH1 inhibitor | -7% | 8% |
| Glioma ERSR ind | -4% | -1% |
| USP1 inh | -20% | -28% |
| TrxR1 substrate | 4%[57.1 µM] | 2% |
| Vif-A3F inh | -2% | -9% |
| PI4K2A inh | -6 | -8 |
| Vif-APOBEC3G blk | 0% | -5% |
| LDHA block | -1 | -2 |
| RXFP1 agonist | -0.6% | 0.4% |

(list continues)
No.	SMILES	mIDH1 inhibitor	Glioma ERSR ind	USP1 inh	TrxR1 substrate	Vif-A3F inh	PI4K2A inh	Vif-APOBEC3G blk	LDHA block	RXFP1 agonist
41	Cn1c(NC(=O)c2ccc(F)cc2)c(-c2cccs2)c(=O)c2ccccc21	9%	-4%	-2%	1%[57.1 µM]	0%	-6	2%	-3	3.7%
42	CCOC(=O)C(C(=O)Nc1ccccc1)C1CCCCC1 (configuration not stated)	2%	-1%	-9%	-8%	-6%	-5	0%	-2	1.5%
43	CC1=C(C(=O)Nc2ccccc2C(=O)NCc2ccccc2)SCCO1	0%	-5%	-16%	-6%	2%	6	3%	1	2.9%
44	CCCCc1ccc(-c2nc(-c3ccncc3)no2)cc1	13%	6%	-14%	-1%[57.1 µM]	5%	6	1%	-5	1.6%
45	Cc1noc(N)c1C1(O)C(=O)Nc2c(Cl)cc(Cl)cc21 (configuration not stated)	0%	-3%	-1%	-4%	13%	-1	1%	3	2.2%
46	O=C(CCNc1ccccc1)c1cccc([N+](=O)[O-])c1	3%	-2%	-25%	3%	-3%	19	4%	8	2.9%

This is a subset (hit frequency here may not be typical).
